Compound activity (PubChem)
GLP1R inv ag – inverse agonists of human GLP-1 receptor; P43220; HEK293 GLP-1R CRE-luciferase, luminescence, 24 h; GLP-1R form is constitutively active; Potency, µM (series often up to 38.3 µM), inactives show at the highest dose activity change, negative = inhibition, hits mostly inhibitors; 410,000 compounds, 1.6% hits; AID 624417; note: % is set by controls: 0 for no effect and ±100 for the full control effect; nearly all actives have a fitted effect of over 55% in size
Target sequence (P43220 whole entry, looked up): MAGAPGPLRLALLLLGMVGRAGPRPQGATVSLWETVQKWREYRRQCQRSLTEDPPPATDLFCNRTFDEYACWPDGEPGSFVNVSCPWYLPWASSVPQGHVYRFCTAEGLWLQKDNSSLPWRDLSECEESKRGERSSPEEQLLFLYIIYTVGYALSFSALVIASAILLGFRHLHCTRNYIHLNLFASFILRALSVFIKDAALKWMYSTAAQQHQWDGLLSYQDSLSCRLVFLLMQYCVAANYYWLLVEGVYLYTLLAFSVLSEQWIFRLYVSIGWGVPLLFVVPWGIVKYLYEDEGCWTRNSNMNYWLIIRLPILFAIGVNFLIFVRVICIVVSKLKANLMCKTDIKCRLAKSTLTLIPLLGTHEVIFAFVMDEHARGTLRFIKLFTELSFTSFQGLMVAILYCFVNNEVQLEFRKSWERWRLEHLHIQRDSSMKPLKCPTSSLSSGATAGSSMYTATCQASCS
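Cells are plated, allowed 12 hours at 37 deg C, then treated with compounds for 24 hr before luciferase detection reagent is added and luminescence is read after 12 min at room temperature. The HEK293 line carries constitutively active GLP-1R with a cAMP-responsive reporter.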
SW480 rerep – induces DNA re-replication in SW480 colon adenocarcinoma cells | SW480 DNA re-replication, Hoechst DNA content imaging, 48 h | Potency, µM (doses to about 46.1 µM), inactives show at the highest dose re-replication activation, usual class: activators | AID 624297 | 340,000 compounds, 1.8% hits; note: % of control where 0% means no effect; nearly all actives have a fitted effect of over 55% in size
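Hoechst fluorescence of nuclei (405 nm excitation, 500-530 nm emission) measured by plate-scanning imager after 48 hr compound exposure at 37 C; re-replication scored as increased number of nuclei with elevated intensity.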
GLP-1R agonist – activates the human GLP-1 receptor. HEK293 GLP-1R CRE-luciferase, luminescence, 4-6 h; cells express a hypersensitive GLP-1R form. Potency, µM (top dose mostly 45.6 µM), inactives show top-dose activation, hits mostly activators. 380,000 compounds, 0.007% hits. AID 624172; note: % of control where 0% means no effect
HT1080 IDH1KD tx – kills HT-1080 cells with IDH1 knockdown; HT-1080 IDH1 knockdown viability, ATP luminescence, 48 h; Potency, µM (top dose mostly 46.1 µM), for the others: top-dose activity, negative = toxicity, usual class: cytotoxic; 360,000 compounds, 2% hits; AID 686971;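 note: 0% = DMSO wells and -100% = cell-free medium wells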
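CellTiter-Glo luminescence after 48 h compound exposure at 37 degrees C of IDH1-knockdown HT-1080 cells in 5% FBS RPMI. %Activity scaled between DMSO wells and cell-free media wells, with curves fitted and assigned curve classes.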
HT1080-NT tox – kills 2HG-producing HT-1080-NT fibrosarcoma cells; HT-1080-NT fibrosarcoma viability, CellTiter-Glo ATP luminescence, 48 h; Potency, µM (doses to about 46.1 µM), for the others: at the highest dose activity, negative = less viability, actives largely listed as cytotoxic; 360,000 compounds, 1.6% hits; AID 686970;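 note: NT is the 2HG producing partner of a matched IDH1 knockdown line; 0% = DMSO-treated cells and -100% = media-only wells without cells; nearly all actives have a fitted effect of over 55% in size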
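Read-out is CellTiter-Glo luminescence after 10 minutes at room temperature, following 48 hours' compound treatment of HT-1080-NT cells (750 cells/well, RPMI, 5% FBS, 37 degrees C).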
GLP1R cytotox – cytotoxicity counter-screen for GLP-1 receptor inverse agonists | HEK293 cAMP-luciferase reporter cells, luminescence, 24 h | Potency, µM (series often up to 38.3 µM), for the others: top-dose activity change, negative = inhibition, hits mostly inhibitors | 410,000 compounds, 0.13% hits;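 note: loss of luciferase light is scored as toxicity; % is set by controls: 0 for no effect and ±100 for the full control effect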
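To flag toxic compounds, the library was rerun on cells for 24 hr at 37 deg C and 5% CO2. Viability-linked luminescence was captured 12 min after adding luciferase detection reagent.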
KB-V1 cytotox – KB-V1 MDR subline cytotoxicity. Potency, µM (titrated, usually from 46.1 µM), without a hit: at the highest dose activity change, negative = cytotoxicity, actives largely listed as cytotoxic. 400,000 compounds, 3.4% hits. KB-V1 MDR cells viability, CellTiter-Glo, 72 h; note: % is set by controls: 0 for no effect and ±100 for the full control effect; nearly all actives have a fitted effect of over 60% in size
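Drug-selected KB-V1 cells, grown in DMEM lacking phenol red with 10% FBS, receive compound titrations; after three days at 37 degrees C, surviving cell ATP is quantified by CellTiter-Glo luminescence and responses normalized and curve-fitted.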
KB-3-1 tox – kills parental KB-3-1 adenocarcinoma cells. KB-3-1 viability, CellTiter-Glo ATP luminescence, 72 h. Potency, µM (titrated, usually from 46.1 µM), without a hit: top-dose activity change, negative = cytotoxic, usual class: cytotoxic. 400,000 compounds, 1.4% hits. AID 1347075; note: % is set by controls: 0 for no effect and ±100 for the full control effect; nearly all actives have a fitted effect of over 60% in size
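Screening of KB-3-1 cells (DMEM, 10% FBS, phenol-red free) ran from lowest to highest compound concentration; after 72 h at 37 °C viability was read luminescently and curves fitted.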
TDP43 rescue – rescues yeast growth from TDP-43 toxicity; AID 652104; 410,000 compounds, 1.8% hits; TDP-43 expressing yeast growth rescue, BacTiter-Glo, 24 h; Potency, µM (titrated, usually from 46.1 µM), without a hit: at the highest dose growth rescue (activation), most hits filed as activators; note: % of control where 0% means no effect; nearly all actives have a fitted effect of over 50% in size
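Yeast cells expressing TDP-43 under galactose induction are exposed to compounds for 24 hr at 30 deg C. BacTiter-Glo luminescence measures growth, so protective compounds score as activators.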
* marks the source's active call; other numbers are inactive results; ? = inconclusive; . = no result given; [ ] = dose if it differs, or a comment. Calls come from the whole dose curve; as a rule, active = well fitted curve in the direction sought with a large enough effect; inconclusive = small, poorly fitted or top-dose-only effect, or another doubt; inactive = no such curve, though single readings can be large; an effect the other way counts as inactive or inconclusive. Potency is the fitted concentration of half-maximal effect.

SMILES	GLP1R inv ag	SW480 rerep	GLP-1R agonist	HT1080 IDH1KD tx	HT1080-NT tox	GLP1R cytotox	KB-V1 cytotox	KB-3-1 tox	TDP43 rescue
CCN(CC)S(=O)(=O)c1ccc(N2CCCCS2(=O)=O)cc1	21%	.	.	.	.	6%	11%	4%	23%[9.22 µM]
CCC(CO)Oc1cc(NCc2ccc(Cl)cc2Cl)c2ncn(C(C)C)c2c1 (centres undefined)	?	-9%	-10%	?	?	?	-6%	-16%	8%
CN(C)S(=O)(=O)c1cccc(-c2nnc3n2CCCCC3)c1	14%	-6%	-6%	0%	8%	3%	-8%	12%	9%
CCOc1cc(C2CC(=O)Nc3cc(C)c(C)cc32)ccc1O (centres undefined)	0%	-4%	9%	-11%	-6%	-12%	-6%	8%	-7%
Nc1cc(-c2ccccc2)nn1S(=O)(=O)c1ccc(F)cc1	?	-3%	-4%	-7%	?	9%	-12%	-17%	29%
COc1ccc2nc(NC(=O)CN(C)S(=O)(=O)c3cccs3)sc2c1	8%	19%	-7%	-8%	-14%	3%	3%	5%	-5%
COc1ccc(NC(=O)NNC(=O)c2ccc3ccccc3c2)cc1OC	15%	0%	4%	0%	0%	0%	-5%	8%	7%
O=C(NCCn1cc(SCc2ccccc2)c2ccccc21)c1ccccc1F	10µM*	-1%	19%	-19%	-24%	-8%	?	?	13%
O=[N+]([O-])c1c(NCCO)cc(N2CCN(Cc3ccc4c(c3)OCO4)CC2)c2nonc12	5%	-4%	0%	-19%	-9%	-14%	-22%	18%	10%
Cn1c(=O)c2c(n(C)c1=O)=NC1(CCCCC1)N=2	14%	-8%[9.22 µM]	-2%	1%	-1%	8%	1%	1%	6%
O=C(O)c1ccc(COc2cccc(CO)c2)cc1	-4%	4%	-7%	-13%	-22%	17%	0%	-22%	-16%
CCOc1cc(/C=C(\C#N)C(=O)Nc2ccc(S(N)(=O)=O)cc2)ccc1OCCN1CCOCC1	9%	-27%	-13%	-4%	0%	-8%	1%	7%	-6%
Cc1ccc(CN2C(=O)c3ccccc3C2c2nnnn2-c2ccc3c(c2)OCCO3)cc1 (centres undefined)	?	.	-1%	?	-16%	-11%	-14%	?	16%
Cc1noc(C)c1COc1ccc(C(=O)Nc2nnc(CC(C)C)s2)cc1	2%	?	-1%	-13%	-4%	-18%	0%	-7%	12%
CC1(C)N=C(SCc2ccc(Cl)cc2)c2ccccc2N1	?	.	.	.	.	-15%	23%	-5%	-44%[inhibitor]
COc1cc(OC)c2c(c1)S(=O)(=O)C(c1ccccc1)=C2N	14%	?	-1%	-1%	-2%	2%	-4%	6%	5%
COc1cc(C2C(C#N)=C(C)NC3=C2C(=O)c2ccccc23)cc(OC)c1OC (centres undefined)	68%[activator]	-5%	34%	0.79µM*	0.89µM*	-17%	?	2.1µM*	-10%
O=C(NCc1ccc(C(F)(F)F)cc1)c1cccc2c(-c3cccnc3)coc12	?	.	7%	?	?	-13%	1%	0%	13µM*
Cc1ccc(C(=O)NN2CCOCC2)cc1[N+](=O)[O-]	20%	-1%	0%	14%	26%	-4%	11%	-10%	4%
CC(=O)N1[C@@H]2CC3C4CC=C5C[C@@H](O)CC[C@]5(C)C4CC[C@]3(C)[C@@]21C(C)=O (some centres undefined)	44%[activator]	0%	1%	-2%	-1%	73%[activator]	0%	-13%	19%
CCc1ccccc1NC(=S)N(CCCN1CCN(C)CC1)Cc1cccs1	?	-8%	2%	0%	0%	-20%	?	2%	-17%
COc1cc(/C=C2\SC(c3ccccc3)=NC2=O)cc(Cl)c1O	-6%	2%	-1%	15%	3%	18%	13%	14%	-29%
COc1ccc(-n2c(C)c(C(C)=O)c3cc(OC(=O)c4ccc(C)cc4)ccc32)cc1	?	.	.	.	.	-20%	-17%	-7%	-1%
CCOC(=O)C1=C(N)OC2=C(C(=O)CCC2)C1c1ccc2c(c1)OCO2 (centres undefined)	-11%	2%	4%	5%	4%	-21%	?	-1%	-2%
CC(C)Cc1nc(N2CCCCC2)c(C#N)c2c1CCC2	?	5%	-5%	-9%	-11%	31%[activator]	-2%	5%	17%
Cc1ccc(OCC(=O)NCc2ccccc2)c([N+](=O)[O-])n1	74%[activator]	-7%	18%	3%	12%	-1%	0%	-3%	19%
O=[N+]([O-])c1cccc(-c2c(-c3ccccc3)ncc3cc(F)ccc23)c1	-9%	-1%	5%	-13%	0%	1%	9%	?	28µM*
COC(=O)CC(NC(=O)c1ccco1)c1cccc2ccccc12 (centres undefined)	-11%	-5%	4%	3%	11%	-6%	12%	11%	0%
CC(=O)Nc1ccc(C(=O)OCc2ccc(Cl)cc2)cc1	0%	3%	12%	?	-5%	-6%	0%	4%	-8%
Cc1cc(C(=O)CCl)c(C)n1-c1cccc([N+](=O)[O-])c1	?	?	0%	?	?	?	23µM*	16µM*	8%
COc1ccc(Cl)cc1N(CC(=O)Nc1ccc2c(c1)OCO2)S(C)(=O)=O	-8%	-4%	-3%	-6%	-12%	-3%	-2%	4%	-4%
CCOC(=O)c1oc2ccccc2c1NC(=O)CN1CCN(C)CC1	-15%	0%	4%	0%	-3%	-7%	18%	18%	4%
CC(C)(C)c1ccc(NC(=O)COC(=O)C2CCCC2)cc1	6%	-3%	3%	0%	4%	-4%	15%	1%	-2%
COc1ccc(C(OC(=O)c2ccco2)C(=O)NCc2ccco2)cc1 (centres undefined)	3%	-4%	-9%	21%	2%	-16%	1%	16%	?
CCOc1cc(C(=O)N(CC)CC(=O)Nc2c(F)cccc2F)ccc1OCC(=O)N1CCCCC1	-5%	-4%	3%	-1%	0%	-6%	15%	4%	11%
Cc1ccccc1CNC(=O)c1ccccc1N(C)S(=O)(=O)c1ccccc1	?	2%	1%	-5%	2%	-4%	?	8%	-5%
Oc1ccc(-c2nc3cnccn3c2Nc2ccc3c(c2)OCCO3)cc1	75%[activator]	-13%	15%	3%	2%	0%	1%	4%	22%
S=C(NCCN1CCOCC1)Nc1cccc2ccccc12	1%	5%	14%	15%	5%	3%	?	-3%	-4%
Cc1cc(NC(=O)COC(=O)COc2ccc3c(c2)CCC3)no1	4%	0%	-4%	17%	9%	7%	0%	17%	-18%
CC(=O)N(Cc1cccs1)Cc1cc2ccc(C)c(C)c2nc1Cl	-7%	-3%	-1%	-12%	-14%	4%	-2%	-10%	0%

Overlap with the part before: 3 entries; new compounds follow.
SMILES	GLP1R inv ag	SW480 rerep	GLP-1R agonist	HT1080 IDH1KD tx	HT1080-NT tox	GLP1R cytotox	KB-V1 cytotox	KB-3-1 tox	TDP43 rescue
S=C(NCCN1CCOCC1)Nc1cccc2ccccc12	1%	5%	14%	15%	5%	3%	?	-3%	-4%
Cc1cc(NC(=O)COC(=O)COc2ccc3c(c2)CCC3)no1	4%	0%	-4%	17%	9%	7%	0%	17%	-18%
CC(=O)N(Cc1cccs1)Cc1cc2ccc(C)c(C)c2nc1Cl	-7%	-3%	-1%	-12%	-14%	4%	-2%	-10%	0%
CC1=C(C(=O)N2CCCCCC2)CC(CC(=O)NC2CCCC2)C(=O)N1CCC1=CCCCC1 (centres undefined)	-9%	.	3%	-7%	4%	-8%	?	-1%	12%
CCn1c(CNC(=O)c2ccccc2Br)nnc1SCC(=O)NC1=NCCS1	8%	-4%	6%	1%	4%	-2%	8%	7%	-8%
CCn1c(SCC(=O)NCc2ccc3c(c2)OCO3)nc2c(c1=O)SCC2	0%	-28%	10%	-12%	-10%	-5%	?	21%	-21%
FC(F)(F)c1cccc(NCc2cn3cccnc3n2)c1	14%	-8%	1%	-1%	2%	-2%	6%	1%	0%
COc1ccccc1NS(=O)(=O)c1ccc(Cl)c(NC(=O)CN2C(=O)c3ccccc3C2=O)c1	0%	1%	-10%	6%	10%	24%	27%	8%	-4%
O=C(NC(=O)c1cccc(Cl)c1)OC[C@@H]1CCCN2CCCCC12 (some centres undefined)	4%	-14%	-3%	-1%	18%	2%	-20%	-11%	-4%
Cc1[nH]n2c(=O)cc(-c3ccc([N+](=O)[O-])cc3)nc2c1-c1ccccc1	?	?	-12%	16µM*	16µM*	?	0%	?	27%
Cc1ccc(S(=O)(=O)NC(C)(C)CSc2ncccn2)cc1	13%[7.66 µM]	15%	3%	3%	-6%	8%[7.66 µM]	?	?	-5%
CC1CCc2c(sc(NC(=O)c3noc4c3CCCC4)c2C(N)=O)C1 (centres undefined)	48%[activator]	?	0%	11%	1%	5%	-24%	3%	0%
Cc1nn(CC(=O)Nc2ccc(N(C)C)cc2)c(C)c1[N+](=O)[O-]	-12%	15%	2%	3%	-3%	34%[activator]	-5%	-3%	-20%
COc1ccc(CNC(=O)CCS(=O)(=O)Cc2cccc(Cl)c2)c(OC)c1	9%	-4%	3%	-22%	-17%	4%	-5%	-9%	-5%
Cc1ccc(C)c(NC(=O)C(OC(=O)c2ccc(NC(=O)CC#N)cc2)c2ccccc2)c1 (centres undefined)	-2%	0%	-26%	-5%	-10%	-1%	-16%	-26%	-7%
CC1CCCCN1CC(=O)NCc1ccc2c(c1)OCO2 (centres undefined)	-33%	-3%	-4%	15%	10%	-9%	5%	19%	-18%
Cc1ccc(NC(=O)Cn2nc(C(F)(F)F)c3c2CCCC3)cc1C	?	.	1%	.	.	-2%	0%	-17%	3%
Cn1c(-c2ccc3c(c2)OCO3)cnc1NCc1cccc(Cl)c1	-19%	1%	4%	?	?	-25%	?	-13%	-19%
CC(=O)Nc1cc(-c2ccc(C(=O)N3CCOCC3)cc2)cn2c(-c3ccc(F)c(Cl)c3)cnc12	33%[activator]	.	4%	?	?	-15%	-11%	-1%	17%

Random draw from the library, and some 9.4% of all compounds hit somewhere here.
